BaF3 tox = parental Ba/F3 cell viability inhibition, counter-screen for JAK2V617F inhibitor project, murine pro-B, CellTiter-Glo luminescence | CellTiter-Glo ATP luminescence | actives 1.1% (n = 220,000) | inhibition, % at 5.6 µM | AID 1486, 2009;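 active = inhibition above a per-campaign cutoff, the mean inhibition of all tested compounds plus 3 SD, cut at about 27% in these data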;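 note: 0% = DMSO wells and 100% = JAK Inhibitor I control wells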
NPY1 pot ag = NPY-Y1 receptor potentiators or agonists, primary screen, cell-based; AID 1304, 2008; activation, % at 3.6 µM; Neuropeptide Y receptor type 1 (Homo sapiens), P25929; NPY-Y1 expressing cells, potentiator/agonist activation; actives 0.37% (n = 220,000); in the data active = activation above about 33%, passing the limit was not always enough;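 note: cells stimulated with NPY at EC10 then isoproterenol at EC100; 0% = low agonist plus stimulus and 100% = saturating agonist plus stimulus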
Target sequence (P25929 whole entry, looked up): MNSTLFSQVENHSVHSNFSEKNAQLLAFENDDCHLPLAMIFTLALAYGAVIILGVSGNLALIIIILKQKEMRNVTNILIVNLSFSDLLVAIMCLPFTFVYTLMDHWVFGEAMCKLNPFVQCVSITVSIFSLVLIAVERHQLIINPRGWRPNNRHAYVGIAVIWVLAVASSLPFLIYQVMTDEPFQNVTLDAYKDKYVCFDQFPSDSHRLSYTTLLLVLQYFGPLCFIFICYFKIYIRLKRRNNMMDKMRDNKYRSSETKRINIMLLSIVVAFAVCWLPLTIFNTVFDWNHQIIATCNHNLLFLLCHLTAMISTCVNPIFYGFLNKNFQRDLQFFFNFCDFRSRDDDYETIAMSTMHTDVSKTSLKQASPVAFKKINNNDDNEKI
CHOP inh = inhibitors of CHOP promoter induction, primary screen, cell-based, unfolded protein response, luciferase reporter; CHO-K1 CHOP-promoter luciferase, tunicamycin-induced, 15-18 h; AID 2732, 2010; inhibition, % at 10 µM; actives 3.8% (n = 220,000);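 active = compounds that reduced the stress-induced luciferase reporter signal by more than about 70% of percent inhibition, limit read from the data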;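 note: 0% = tunicamycin plus vehicle and 100% = wells without tunicamycin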
NPY-Y2 PAM-ag = NPY-Y2 potentiators or agonists, primary screen, cell-based. AID 1359, 2008. cells expressing NPY-Y2, potentiator/agonist read-out. actives 0.45% (n = 220,000). activation, % at 3.6 µM; in the data active = activation above about 27%;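 note: cells stimulated with NPY near EC25 plus isoproterenol at EC100; 0% = vehicle plus submaximal agonist and 100% = vehicle plus saturating agonist; some results beyond the cut were filed as inactive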
Ba/F3 V617F tox = reduced viability of JAK2V617F-dependent Ba/F3 cells, primary screen, JAK2V617F inhibitor project, cell-based, Ba/F3 EpoR-JAK2V617F, luminescence; ATP luminescence; inhibition, % at 5.6 µM; actives 1.1% (n = 220,000); AID 1446, 2008;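 active = inhibition above the campaign mean plus 3 SD over all tested compounds, cut at about 24% in these data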;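 note: cytokine-independent growth of Ba/F3 cells driven by EpoR plus mutant JAK2; 0% = DMSO-treated cells and 100% = JAK inhibitor I control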
NCF1 inh = p47phox/p22phox peptide binding inhibitors, primary screen, biochemical, uHTS, NADPH oxidase regulatory subunit; Neutrophil cytosol factor 1 (Homo sapiens), P14598; fluorescence polarization, 2 h; inhibition, % at 24.7 µM; actives 0.53% (n = 220,000);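 active = inhibition above about 30%, limit read from the data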;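 note: 0% = p47phox with labelled peptide and 100% = labelled peptide alone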
NPY-Y1 antag = NPY-Y1 receptor antagonists, primary screen, cell-based | inhibition, % at 3.6 µM | HEK293-CNG Y1 cells, membrane potential fluorescence; NPY at EC95, then isoproterenol | Neuropeptide Y receptor type 1 (Homo sapiens), P25929 | actives 1% (n = 200,000);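 active = inhibition above the campaign mean inhibition of all tested compounds plus 3 SD, cut at about 20% in these data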;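 note: 0% = DMSO wells given NPY plus isoproterenol and 100% = isoproterenol alone without NPY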
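Assay system: HEK293 Y1/CNG channel cell line; Doses: single compound dose of 3.6 µM, 0.4% DMSO; Timing: dye 3 h, compound 60 min room temperature, stimulation 45 min; Technique: Membrane-potential fluorescent dye readout; Measure: % inhibition of NPY effect.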
S1P4 ag = S1P4 receptor agonists, primary screen, cell-based; AID 1509, 2009; activation, % at 4.98 µM; S1P4-expressing cell line, agonist reporter assay; Sphingosine 1-phosphate receptor 4 (Homo sapiens), O95977; actives 0.35% (n = 220,000); in the data active = activation above about 11%;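 note: 0% = DMSO vehicle and 100% = reference agonist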
Target sequence (O95977 whole entry, looked up): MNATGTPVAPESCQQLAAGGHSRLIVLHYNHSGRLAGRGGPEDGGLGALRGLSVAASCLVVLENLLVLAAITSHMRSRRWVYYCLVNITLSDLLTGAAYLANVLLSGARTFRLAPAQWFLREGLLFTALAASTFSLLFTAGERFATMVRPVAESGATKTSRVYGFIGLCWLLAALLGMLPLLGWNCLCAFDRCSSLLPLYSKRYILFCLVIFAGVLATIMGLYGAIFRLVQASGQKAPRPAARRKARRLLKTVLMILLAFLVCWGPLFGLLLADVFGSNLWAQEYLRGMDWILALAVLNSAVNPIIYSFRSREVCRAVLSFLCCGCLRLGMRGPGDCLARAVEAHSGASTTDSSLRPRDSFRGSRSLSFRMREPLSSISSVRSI
S1P4 antag = S1P4 receptor antagonists, primary screen, cell-based; actives 0.26% (n = 220,000); inhibition, % at 4.98 µM; Sphingosine 1-phosphate receptor 4 (Homo sapiens), O95977; AID 1510, 2009; S1P4-expressing cells, antagonist mode, reporter read-out; in the data active = inhibition above about 29%;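 note: 0% = wells stimulated with agonist and 100% = vehicle wells without agonist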
An asterisk follows results filed as active; x = not tested or not shown.

nr	molecule	BaF3 tox	NPY1 pot ag	CHOP inh	NPY-Y2 PAM-ag	Ba/F3 V617F tox	NCF1 inh	NPY-Y1 antag	S1P4 ag	S1P4 antag
1	Cc1cn(C2OC(COC(=O)c3ccccc3)C(OC(=O)c3ccccc3)C2OC(=O)c2ccccc2)c(=O)[nH]c1=O (stereo not given)	4	-14	-5	-5	2	-5	8	2.7	-14
2	Cc1ccc(CC2C(=O)N(c3ncccn3)C(=O)C2C)cc1 (stereo not given)	1	11	33	-14	-4	2	0	-0.8	-6
3	COc1ccc(-c2cc(-c3ccco3)[nH]c(=O)c2C#N)cc1	6	14	6	6	-5	-19	x	3.6	-3
4	NC(=O)c1ccc(-c2csnn2)cc1	0	8	9	16	-3	-3	x	-0.3	4
5	Cc1ccc(C(=O)NCC(=O)OCC(=O)Nc2cccc(S(=O)(=O)N3CCCC3)c2)cc1C	-8	-2	-18	4	1	-6	x	0.1	-1
6	Cc1ccc(S(=O)(=O)N2CCC(C(=O)NNC(=O)c3ccccc3)CC2)cc1	5	-13	0	6	-1	-8	2	0.1	-8
7	Cc1cccn2cc(-c3ccc4c(c3)NC(=O)CO4)nc12	0	5	-4	-17	-4	-1	x	-1.0	-16
8	CC(C)(C)NC(=O)N1CCN(c2nc(-c3ccccc3)ns2)CC1	1	-17	0	-14	3	7	x	-1.0	-15
9	Cc1cc2oc(=O)cc(Cn3ncc(Cl)c(Cl)c3=O)c2cc1Cl	3	-3	105*	2	1	-11	-1	-0.4	-12
10	O=C(/C=C/c1cccc([N+](=O)[O-])c1)Nc1cc(C(=O)O)cc(C(=O)O)c1	2	8	-13	5	-2	-9	-4	0.0	-11
11	CCCOc1ccc(Cc2c(Cl)nc(SC)nc2N(C)C)cc1	2	-54	48	-14	0	-1	22*	1.1	-9
12	CCOC(=O)c1sc(NC(=O)C2CC=CCC2C(=O)O)nc1C (stereo not given)	8	13	-15	17	17	-1	1	0.7	-4
13	COc1cc(/C=N/NC(=S)NCCN2CCOCC2)ccc1O	6	-16	6	12	4	3	0	1.2	-2
14	COc1cccc(/C=C/C(=O)Nc2ccc3c(c2)OCCO3)c1OC	4	-6	4	-3	3	-3	1	-0.8	-9
15	Cc1ccc(S(=O)(=O)CC(c2ccccc2)N2CCCCC2)cc1 (stereo not given)	8	9	66	9	-1	-6	-6	-0.2	-12
16	COc1cc(/C=N/OCC(=O)NC2CCCCC2C)ccc1OCc1ccc(Cl)cc1 (stereo not given)	6	-9	41	4	-1	-6	6	0.2	-2
17	O=C(COc1ccc(Cl)cc1)N1CCCCC1	3	5	-23	3	1	-9	-4	-2.4	-5
18	O=C(Nc1cccc2c1CCCC2)c1cc([N+](=O)[O-])ccc1Cl	9	-9	18	11	6	-9	11	-1.9	2
19	Cc1cccc(Cn2c(N(C)Cc3ccccc3)nc3c2c(=O)[nH]c(=O)n3C)c1	1	-11	35	2	-3	-15	-4	2.9	-22
20	COc1ccccc1C/C(N)=N/OC(=O)COc1ccc2ccccc2c1	3	-25	26	-25	0	-4	13	1.3	-13
21	O=C(Nc1cccc(N2C(=O)C3C4C=CC(C4)C3C2=O)c1)c1cccs1 (stereo not given)	7	4	12	-6	-1	-7	-4	-0.8	-14
22	CCC(C)NC(=O)C1CCN(S(=O)(=O)N2CCC3(CC2)OCCO3)CC1 (stereo not given)	2	-6	-2	0	3	-8	-3	1.1	-7
23	CN1/C(=C\C(=O)Nc2cccnc2)c2ccccc2CC1(C)C	36*	15	-2	3	-2	-9	0	0.3	-1
24	CC(Oc1cccc(F)c1)c1ccnc2nc(/N=C/N(C)C)nn12 (stereo not given)	5	2	9	9	1	-7	2	0.8	-19
25	NC(=O)CN1CCCN(S(=O)(=O)c2ccc(Br)cc2)CC1	8	1	2	1	2	0	-2	0.3	9
26	CN(Cc1ccccc1)S(=O)(=O)c1ccc(NS(=O)(=O)Cc2ccccc2)cc1	9	18	46	-1	-1	-20	-4	-0.3	-12
27	COc1ccc(Cn2nnnc2C(c2ccccc2)N2CCN(C3CCCC3)CC2)cc1 (stereo not given)	4	6	29	9	-2	3	9	0.4	-15
28	CC(=O)Nc1ccc(/C(C)=N/NC(=O)c2ccccc2Cl)cc1	6	-23	2	-3	1	-6	0	-0.8	-6
29	COc1ccc(S(=O)(=O)N(CC(=O)N2CCN(c3ccccc3)CC2)c2ccccc2)cc1	0	-13	25	-6	-2	-4	3	1.0	-6
30	CCOC(=O)c1ccc(N2Cc3ccccc3C2=N)cc1	5	-2	-31	-6	0	-13	5	0.7	-7
31	CCCCNC(=O)N(c1c(N)n(Cc2ccccc2)c(=O)[nH]c1=O)C1CCCC1	5	-9	-5	-7	2	5	-3	0.0	-11
32	Cc1ccccc1S(=O)c1ccccc1C(=O)O (stereo not given)	-2	-7	13	16	-2	-5	x	0.8	-5
33	COc1ccc(Br)c(C(=O)N2CCN(S(=O)(=O)c3cccs3)CC2)c1	-9	25	-2	-3	0	-10	x	-0.8	-2
34	COc1ccc(/C=C2/S/C(=N/N=C3\CC4CCC3(C)C4(C)C)NC2=O)cc1 (stereo not given)	5	-3	89*	19	-2	-29	18	0.0	0
35	CC1CCCCC1NCC#CCOc1ccc(Cl)cc1 (stereo not given)	8	-6	-23	1	4	-7	3	-0.5	3
36	COc1ccc(-c2noc(CCC(=O)NCc3cccnc3)n2)cc1OC	6	6	2	8	-2	-15	1	1.5	3
37	CCn1c(SCC(=O)Nc2ccc(OC)cc2)nnc1-c1ccco1	5	-3	8	-12	4	8	4	1.8	-8
38	COCCNC(=S)N/N=C(\C)c1ccc2cc(OC)ccc2c1	4	6	-15	1	3	-6	2	0.6	-8
39	COC(=O)C(C(=O)Nc1cc(C)on1)C1CCCCCC1 (stereo not given)	-1	6	3	-16	-1	-27	4	-1.2	-1
40	CNC(=O)c1[nH]cnc1C(=O)N[C@@H](Cc1ccccc1)C(=O)OC(C)(C)C	-6	8	5	-7	-1	x	5	-0.2	8
41	Cc1cc(NC(=O)CSc2nc3ccsc3c(=O)n2NC(=O)c2ccccc2)no1	1	2	-23	-10	-4	-24	-9	-1.3	-2
42	Cc1cc(C)cc(C(=O)N2CC(C)SC2=Nc2cccc(S(=O)(=O)N(C)C)c2)c1 (stereo not given)	1	2	8	-14	-2	-8	-2	2.3	-11
43	COc1ccc(C(=O)CSC#N)cc1OC	0	17	-73	24	-1	-1	-13	-1.0	-1
44	O=C(COC(=O)C12CC3CC(CC(C3)C1)C2)NCCCc1ccccc1	2	-14	51	3	-2	0	1	0.4	-5
45	COC(=O)c1ccc(C(=O)OC)c(NC(=O)CSc2nc(-c3ccco3)cc(C(F)(F)F)n2)c1	2	3	x	7	-3	x	0	0.2	-12
46	Cc1[nH]c(=O)c(C#N)c(C)c1Cl	2	8	21	-14	-1	-12	x	1.9	-1
47	Cn1nc(-c2ccccn2)nc2c(=O)n(C)c(=O)nc1-2	105*	-18	107*	-55	99*	-6	x	0.5	104*
48	Cc1nnc(NC(=O)C2CCCN(c3ncccn3)C2)s1 (stereo not given)	6	11	13	-2	0	-4	3	0.1	-4
49	Cn1nnnc1SCC(=O)N1c2ccccc2CCc2ccccc21	1	-19	13	-1	-2	-5	2	2.3	-3
50	O=C(Cn1c(-c2ccccc2)c[n+]2ccsc12)c1ccccc1	60*	2	-16	9	70*	-11	3	2.1	-29
51	CCc1ccc(NC(=O)CSc2ccc(-c3ccco3)nn2)cc1	6	4	31	-1	1	-4	-4	2.4	-2
52	Cc1cc([N+](=O)[O-])nn1CC(=O)NCCCn1ccnc1	3	-2	-6	-12	4	1	2	-0.3	8
53	CCOC(=O)CSc1nc(C)cc(C)n1	7	-20	-5	11	4	-11	1	-0.5	-10
54	COc1ccc(N2C3=C(CC4=C2CCCC4=O)C(=O)CCC3)cc1	3	15	14	17	-3	9	2	0.2	-15
55	CCCn1nc(C(=O)NCC(C)(C)N2CCOCC2)c2ccccc2c1=O	4	11	-20	0	0	-12	8	-0.1	-8
56	COc1ccccc1N1CCN(C(=O)c2cc(-c3ccc4c(c3)OCO4)on2)CC1	-1	4	14	4	-2	-30	3	-0.5	5
57	N/C(CS(=O)(=O)c1ccccn1)=N\OC(=O)c1ccc(Cl)cc1	0	17	4	5	1	3	x	-0.4	-3
58	CCCc1ccc(OC(=O)c2ccc(O)cc2Cl)cc1	3	-2	87*	22	3	-2	0	-2.7	-9
59	CCOC(=O)C(=Cc1c[nH]c2ccc(S(=O)(=O)N(C)C)cc12)C(=O)OCC	-3	-1	-122	-30	-1	0	x	-2.4	24
60	Cc1[nH]n(C)c(=O)c1N=Nc1ccc(S(C)(=O)=O)cc1	5	12	7	-5	1	-8	x	2.3	-18
61	CCOC(=O)CNC(=O)CSc1nnnn1-c1ccc(C)c(C)c1	-1	-19	-4	2	-5	-16	3	2.8	-39

With a hit mark in S1P4 antag, among the entries above:
No.	Compound	NPY1 pot ag	CHOP inh	NPY-Y2 PAM-ag	NCF1 inh	NPY-Y1 antag	S1P4 ag	S1P4 antag
47	Cn1nc(-c2ccccn2)nc2c(=O)n(C)c(=O)nc1-2	-18	107*	-55	-6	x	0.5	104*

Assay outcomes: PubChem, several laboratories
